H9c2 TAG inh: triacylglycerol accumulation inhibition; H9c2 cells, Nile Red lipid (TAG) fluorescence; cells loaded with 200 µM oleic acid; inhibition, % at 12.5 µM; 230,000 compounds, 0.66% hits; AID 651582;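 active means pattern-corrected inhibition of lipid staining of at least 50% with the nuclear-stain viability signal not falling by more than 50%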;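 further: 0% = DMSO wells and 100% = triacsin C control wells; some results filed as inactive read as strong as hits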
H9c2 TAG inh DAPI viability: also measured in H9c2 TAG inh; calls as there; DAPI nuclei signal change (viability), lower = more cytotoxic, %;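 whole-well DAPI fluorescence read on a plate reader as a viability signal; minus 50 percent equals half of cells still viable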
Numbers without * were called inactive. This is a subset; count on the stated rates, not on these rows.

cpd	SMILES	H9c2 TAG inh	H9c2 TAG inh DAPI viability
1	CC1CCN(C(=O)C2CCN(S(=O)(=O)c3cnc[nH]3)CC2)CC1	-16	3
2	Cc1ccccc1C(=O)NNC(=O)C1CCN(C(=O)Nc2ccccc2)CC1	-5	1
3	CC1CCCN(CCC(=O)Nc2ccc3c(c2)CCC3)C1 (stereo unspecified)	8	4
4	CCCN(CC(=O)Nc1ccccc1C)C(=O)C1CCN(C(=O)Nc2ccccc2)CC1	34	-1
5	O=C(Nc1cccc(NC(=O)c2ccc(Cl)cc2)n1)c1ccc(Cl)cc1	-17	-1
6	COc1ccc(C2CC(O)(c3ccccc3)Oc3cc(OC)ccc32)cc1 (stereo unspecified)	-27	-6
7	O=C1c2ccccc2C(=O)N1OCCCN1C(=O)c2ccccc2S1(=O)=O	-5	4
8	C[C@]12C=CC(=O)C=C1CC[C@H]1[C@@H]3C[C@@H](O)[C@](O)(C(=O)CO)[C@@]3(C)C[C@H](O)[C@@]12F	31	12
9	CSc1ncccc1C(=O)OCC(=O)NC(C)(C)C	-13	3
10	Cc1ccc(NC(=O)CSc2nnc(NC(=O)C(C)C)s2)c(C)c1	7	-7
11	Cc1ncc(CO)c2cc(C(N)=O)c(=Nc3ccccc3)oc12	0	13
12	COCC1CCCCN1C(=O)c1ccc(OC2CCN(Cc3ccccn3)CC2)cc1 (stereo unspecified)	6	-5
13	Cc1cc(C)cc(N2CC(C(=O)O)CC2=O)c1 (stereo unspecified)	-5	6
14	O=C1CCCC(=O)N1c1ccc(O)cc1	9	0
15	N/C(=N\OC(=O)c1ccc(Br)o1)c1ccccn1	3	1

cpd	SMILES	H9c2 TAG inh	H9c2 TAG inh DAPI viability
16	CCc1nnc(NC(=O)Cc2ccc(OC)c(S(=O)(=O)N3CCOCC3)c2)s1	-6	4
17	Cc1ccc(C(C)(C)C)cc1S(=O)(=O)Nc1ncnc2sccc12	0	0
18	CCCc1ccc(OCC(=O)Nc2cc(S(=O)(=O)CC)ccc2O)cc1	18	-8
19	N#C/C(=C(/O)COC(=O)CCCNC(=O)c1ccc(Cl)cc1)c1nc2ccccc2[nH]1	5	2
20	CCc1nnc(N/N=C/c2c(C)[nH]c3ccccc23)n1N	2	-2
21	Cc1ccc(-n2c(C)cc(C(=O)COC(=O)C3=NNC(=O)CC3)c2C)cc1	-14	4
22	CSc1ccccc1OCc1cc(C(=O)NCCC2=CCCCC2)no1	15	-3
23	Cc1cc(C)c2c(CN3CCN(Cc4ccc5c(c4)OCO5)CC3)cc(=O)oc2c1	0	8
24	O=C(Nc1ccccc1C(=O)NCC1CCCO1)c1ccccc1 (stereo unspecified)	19	2
25	COc1ccc(NC(=O)COC(=O)CCc2ccc(S(=O)(=O)N3CCOCC3)cc2)c(OC)c1	4	7
26	CCOc1ccc(/C=c2\sc3nc(-c4ccco4)nn3c2=O)cc1OCC	-5	4
27	CCOc1ccc(N(CC(=O)Nc2cccnc2)S(C)(=O)=O)cc1	15	-11
28	Cc1ccc(Nc2nc(N)nc(CCl)n2)c(C)c1	80*	-40*
29	COC(=O)c1ccc(CSc2nc(-c3ccco3)cc(C(F)(F)F)n2)o1	-28	5
30	C=CCNC(=O)C1CCN(S(C)(=O)=O)CC1	16	-5

cpd	SMILES	H9c2 TAG inh	H9c2 TAG inh DAPI viability
31	COC(=O)CCC(=O)N1CCCC(CO)(Cc2ccccc2F)C1 (stereo unspecified)	-3	-2
32	CCN(CC)C(=O)CSc1nc2sc(C)c(C)c2c(=O)[nH]1	11	23
33	CCCCNC(=O)COC(=O)c1ccc(Cl)c(S(N)(=O)=O)c1	8	3
34	CC(=O)Nc1ccc2c(c1)ncn2-c1ccc(C)cc1	4	14
35	CCc1n[nH]c(=S)n1/N=C/c1c(C)nn(-c2ccccc2)c1Cl	-5	6
36	Cc1nn(C)c(C)c1NC(=O)COc1ccc(Cl)cc1	-2	4
37	COc1ccc(CC(=O)NC(CC(=O)O)c2ccc(OC)cc2)cc1 (stereo unspecified)	2	-7
38	Cc1cccc(NS(=O)(=O)c2ccc(C)c(C(=O)NCC(c3cccs3)N(C)C)c2)c1 (stereo unspecified)	-9	3
39	O=C(O)CCC(=O)/C=C/c1ccccc1	-14	1
40	O=C(CSc1nnc2scc(-c3ccccc3)n12)c1ccc2c(c1)OCCO2	-1	4
41	Oc1c(CNc2ccccc2)cc(COCc2ccccc2)c2cccnc12	6	-29
42	CCOc1ccc(/C=N/NC(=O)c2cc3ccccc3cc2OC)cc1	-1	5
43	CC(C)(C)c1cc(CSC(=S)NC2CCS(=O)(=O)C2)c(Br)c(C(C)(C)C)c1 (stereo unspecified)	13	-6
44	CC(C)CNC(=O)C1(C)CCN1C(=O)c1ccc(C(C)(C)C)cc1 (stereo unspecified)	-22	11
45	O=C(Cn1nnc(-c2ccc(F)cc2)n1)NC(=O)NC1CCCCC1	1	4

cpd	SMILES	H9c2 TAG inh	H9c2 TAG inh DAPI viability
46	O=C(NCCC1=CCCCC1)Nc1ccc2nsnc2c1	-24	10
47	Oc1c(C=C2N=c3ccccc3=N2)sc(=S)n1-c1ccc2ccccc2c1	-1	1
48	O=C(COC(=O)Cc1ccccc1F)Nc1cccc(F)c1	-10	5
49	CCC(=O)Nc1cc(-c2cc3ccccc3oc2=O)ccc1OC	7	2
50	O=C(Nc1ccc(-c2csc(Nc3ccccc3)n2)cc1)c1cc([N+](=O)[O-])cc(C(F)(F)F)c1	39	10
51	COc1ccc2nc(Nc3nc(CSc4ccc(C)cc4)cc(=O)[nH]3)nc(C)c2c1	7	5
52	Cc1nnc(SCC(=O)N(C)CC(=O)Nc2ccc(F)cc2)n1Cc1ccccc1	1	-1
53	CCCc1nc(N)sc1C(=O)OCC	-9	-5
54	Cc1ccc(NC(=O)Cn2c(O)c(N=NC(N)=O)c3ccccc32)cc1	-4	-9
55	CC(C)CC(=O)Nc1ccc(C(=O)COC(=O)C2CCC2)cc1	-6	-3
56	CC(C(=O)NN)n1nnc(N2CCOCC2)n1 (stereo unspecified)	-3	5
57	OCC1CCCCN1C(=S)Nc1cccc(Cl)c1 (stereo unspecified)	2	-9
58	COc1ccc(S(=O)(=O)N(C)CC(=O)Nc2ccc3c(c2)OCCO3)cc1	-1	-3
59	CSc1ccc(/C=C/C(=O)OCC(=O)c2ccc[nH]2)cc1	-13	6
60	Cc1cc2c(cc1C)/C(=N/NC(=O)c1ccccn1)CCC2	4	-4

Record cards (already shown). Values in the order: H9c2 TAG inh	H9c2 TAG inh DAPI viability
Profile of O=C(Nc1ccc(-c2csc(Nc3ccccc3)n2)cc1)c1cc([N+](=O)[O-])cc(C(F)(F)F)c1 : 39	10
Profile of Cc1ccc(NC(=O)CSc2nnc(NC(=O)C(C)C)s2)c(C)c1 : 7	-7
Profile of CSc1ncccc1C(=O)OCC(=O)NC(C)(C)C : -13	3
Profile of COc1ccc(CC(=O)NC(CC(=O)O)c2ccc(OC)cc2)cc1 (stereo unspecified) : 2	-7
Profile of CC(C)CC(=O)Nc1ccc(C(=O)COC(=O)C2CCC2)cc1 : -6	-3

Continuation.
cpd	SMILES	H9c2 TAG inh	H9c2 TAG inh DAPI viability
61	O=C(NCC(=O)N1CCCCCC1)c1ccc(OC(F)F)cc1	8	-3
62	CCOCCNC(=O)c1ccc2c3c(cccc13)CC2	-16	13
63	C[C@H](CO)N1C[C@H](C)[C@@H](CN(C)S(=O)(=O)c2ccccc2F)OCc2cnnn2CCCC1=O	4	-8
64	CCOc1ncccc1C(=O)OCC(=O)c1ccc(OC)c(OC)c1	-31	-4
65	O=C(COC(=O)c1ccccc1O)NC(c1ccccc1)c1ccccc1	-8	6
66	COc1ccc(/C=N/n2c(C)nc3sc(C)c(C)c3c2=O)cc1	-7	1
67	COc1cccc(-n2c(SCC(=O)NC3CCS(=O)(=O)C3)nc3ccccc3c2=O)c1 (stereo unspecified)	14	-3
68	CN(CC(=O)NCc1cccs1)CC(=O)Nc1ccccc1Cl	-10	9
69	O=C(c1cn(-c2ccccc2)nc1-c1ccc(Cl)cc1)N1CCOCC1	2	-7
70	COc1ccc(Cn2cnc3c(NS(C)(=O)=O)c(C)c(C)cc32)cc1	-36	2
71	COc1ccc(CCNC(=S)NCc2ccc(Cl)c(Cl)c2)cc1OC	-14	6
72	COc1ccc(Oc2ncnc3sccc23)cc1	-4	-13
73	CCC1CCC2(CC1)NC(=O)N(CC(=O)NCc1ccccc1Cl)C2=O (stereo unspecified)	-1	-5
74	CCc1nnc(NC(=O)CCN2C(=O)C3CCCCC3C2=O)s1 (stereo unspecified)	2	1
75	O=S(=O)(c1ccccc1)N1CCN(C(=S)NCc2ccccc2)CC1	-7	-1

Reformatted: entries from further up.
Under each structure – H9c2 TAG inh, H9c2 TAG inh DAPI viability
[62] CCOCCNC(=O)c1ccc2c3c(cccc13)CC2
 : -16, 13
[70] COc1ccc(Cn2cnc3c(NS(C)(=O)=O)c(C)c(C)cc32)cc1
 : -36, 2
[67] COc1cccc(-n2c(SCC(=O)NC3CCS(=O)(=O)C3)nc3ccccc3c2=O)c1 (stereo unspecified)
 : 14, -3

The list continues:
cpd	SMILES	H9c2 TAG inh	H9c2 TAG inh DAPI viability
76	O=C(C1CN(S(=O)(=O)c2ccccc2)CCN1S(=O)(=O)c1ccccc1)N1CCCCCC1 (stereo unspecified)	-13	7
77	CC1(C)C2([N+](=O)[O-])CN3CC1([N+](=O)[O-])CN(C2)C3c1ccc(O)c(O)c1 (stereo unspecified)	-7	-10
78	CN(CCCC(=O)NCCc1ccccc1)S(=O)(=O)c1ccc([N+](=O)[O-])cc1	7	-5
79	CCN(CC(=O)Nc1ccc(NC(C)=O)cc1)C(=O)Cc1cccc2ccccc12	-7	4
80	O=c1ccc2ccc(O[C@@H]3O[C@H](CO[C@@H]4OC[C@](O)(CO)[C@H]4O)[C@@H](O)[C@H](O)[C@H]3O)cc2o1	0	2
81	O=C(Nc1ccccc1C(=O)Nc1ccc(F)cc1)c1ccco1	18	0
82	CCOc1ccc(-c2cccc(NS(=O)(=O)c3cc([N+](=O)[O-])ccc3Cl)c2)nn1	2	0
83	Cc1cnc(NC(=O)C2CCCC2)s1	16	3
84	O=C(O)c1cc2nc(-c3ccc(F)cc3)cc(C(F)(F)F)n2n1	9	2
85	CC1(c2ccc([N+](=O)[O-])cc2)NC(=O)N(CC(=O)Nc2ccc(N3CCCCC3)cc2)C1=O (stereo unspecified)	5	-2
86	COc1ccccc1C(CNC(=S)NCc1ccccc1)N1CCCC1 (stereo unspecified)	-2	7
87	Clc1ccccc1/C=N/c1cc(-c2ccccc2)nn1-c1ccccc1	16	-5
88	COc1ccc(-c2cc(C(=O)OC3CCOC3=O)c3ccccc3n2)cc1OC (stereo unspecified)	2	-5
89	O=C(N/N=C/c1coc2ccccc2c1=O)c1cc(Br)ccc1O	-4	1
90	C/C(=N\Nc1ccccn1)c1ccc(C#N)cc1	-12	3

cpd	SMILES	H9c2 TAG inh	H9c2 TAG inh DAPI viability
91	CCOC(=O)c1c(C)[nH]c(C(=O)OCC(=O)N2CCN(S(=O)(=O)c3ccc(C)cc3C)CC2)c1C	2	1
92	CC[C@]12c3[nH]c4cc(-c5ccco5)ccc4c3CCN1C(=O)[C@@H](CC(=O)NCC13CC4CC(CC(C4)C1)C3)C[C@@H]2C(=O)N1CCN(C(=O)C2CC2)CC1	34	16
93	Cc1cc(C)c2nc(Nc3nc(-c4ccccc4)cc(=O)[nH]3)nc(C)c2c1	17	-2
94	CCOc1cc(S(=O)(=O)N2CCCC2)c(C)cc1C	-1	8
95	COC(=O)c1cc(C#N)c(N(C)Cc2ccccc2)nc1C	-77	1
96	O=S(=O)(NCC(c1cccnc1)N1CCN(c2ccc(F)cc2)CC1)c1cccs1 (stereo unspecified)	-14	6
97	Cc1ccc(NC(=S)N(Cc2ccco2)C(C)c2cccs2)cc1 (stereo unspecified)	7	-2
98	CCn1c(CSc2nc(C)cc(C)n2)nnc1SCC(=O)Nc1ccccc1	20	-4
99	O=C(NNS(=O)(=O)c1ccccc1)c1sccc1-n1cccc1	-6	-2
100	O=C(O)C(C(=O)/C=C/c1ccco1)=C1SCCS1	-5	-7
101	CC(=O)NC(c1cccs1)c1cc(F)c2cccnc2c1O (stereo unspecified)	46	-21
102	COc1ccc(C(CC(=O)c2ccccc2)CC(=O)c2ccccc2)cc1OC	7	-11
103	CC(C)OC(=O)c1c(NC(=O)Cn2cnc([N+](=O)[O-])n2)sc2c1CCCC2	-14	4
104	CCOC(=O)c1cnc(-c2ccccc2)[nH]c1=O	-12	4
105	O=C(Nc1ccc(N=Nc2ccccc2)cc1)c1ccccc1Cl	17	6

cpd	SMILES	H9c2 TAG inh	H9c2 TAG inh DAPI viability
106	CC1CCCC(C)N1C(=O)COc1ccc(C(=O)Nc2ccccc2N2CCOCC2)cc1 (stereo unspecified)	-4	-1
107	O=C(COC(=O)c1ccc(NS(=O)(=O)c2ccc(F)c(F)c2)cc1)NCC1CCCO1 (stereo unspecified)	-3	0
108	Cc1c(/C=N/NC(=O)c2cccnc2)cc(C#N)n1C	11	-7
109	Cc1ccc(NNC(=O)c2ccno2)c(C)c1	-2	-8
110	CCOC(=O)c1c(NC(=O)CCC(=O)N(CC)CC)sc2c1CC(C)(C)OC2	-16	11
111	O=C(c1ccc(S(=O)(=O)Cc2cc(F)ccc2F)c([N+](=O)[O-])c1)N1CCOCC1	-7	5
112	O=C(c1ccco1)N1CC2(CC(c3ccc(Cl)cc3)=NO2)CN1Cc1ccc(Br)cc1 (stereo unspecified)	10	-8
113	COc1ccc(C(CNC(=O)CNC(=O)c2cccc(C)c2)N2CCOCC2)cc1 (stereo unspecified)	-3	-4
114	CCOC(=O)c1nc(N)c(=O)n(-c2ccc(C)cc2)n1	-6	-19
115	O=C(O)CCCC(=O)Nc1ccc(Cl)c(Cl)c1	2	7
116	CCn1cc(C(=O)N[C@H](C)c2ccccc2)c(=O)c2cc(F)c(N3CCN(C)CC3)cc21	24	18
117	COc1ccc(Oc2c(-c3ccc(O)cc3O)n[nH]c2C)cc1	1	2
118	O=C(NCC1COc2ccccc2O1)c1ccc(Cl)cc1 (stereo unspecified)	5	6
119	Cc1cccc(OC(=O)c2cccnc2)c1	-9	4
120	COc1cc(CNc2ncnc3c2ncn3[C@H]2CN(CCc3ccccc3)C[C@@H](CO)O2)cc(OC)c1OC	8	4
121	Cn1cnnc1SCC(=O)N1CCc2ccccc2C1	3	5
